eIF4E-4G inh: eIF4E–eIF4G protein interaction inhibitors, primary screen, biochemical, uHTS, TR-FRET, eIF4GI fragment | TR-FRET eIF4E-eIF4GI(517-606) binding, 2 h | inhibition, % at 21.7 µM | 220,000 tested, 0.37% active | Eukaryotic translation initiation factor 4E (Mus musculus) + Eukaryotic translation … | AID 782, 2007;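 active = inhibition above about 30%, limit read from the data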;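 also: 0% = full FRET control wells and 100% = background wells lacking eIF4GI fragment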
EP2 antag: human EP2 receptor antagonists, primary screen, TR-FRET cAMP, C6 glioma cells; Prostaglandin E2 receptor EP2 subtype (Homo sapiens), P43116; C6 glioma cells expressing human EP2; cells stimulated with saturating PGE2; inhibition, % at 25 µM; 260,000 tested, 0.52% active;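 active = percent inhibition above 40 after rounding to a whole number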;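 also: rat C6 glioma host cells with rolipram phosphodiesterase inhibitor present; the protocol text gives 20 µM as final concentration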
Target sequence (P43116 whole entry, looked up): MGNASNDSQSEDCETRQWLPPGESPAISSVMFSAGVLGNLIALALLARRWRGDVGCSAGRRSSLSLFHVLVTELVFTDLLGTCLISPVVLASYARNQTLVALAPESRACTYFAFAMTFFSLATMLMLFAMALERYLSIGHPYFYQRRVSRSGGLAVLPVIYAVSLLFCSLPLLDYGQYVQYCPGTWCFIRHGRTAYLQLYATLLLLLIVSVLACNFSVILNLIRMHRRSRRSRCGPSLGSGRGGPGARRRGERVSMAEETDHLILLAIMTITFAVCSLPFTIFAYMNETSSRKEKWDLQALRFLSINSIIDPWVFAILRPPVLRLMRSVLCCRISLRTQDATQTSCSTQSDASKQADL
14-3-3 Bad PPI: inhibitors of 14-3-3 zeta/Bad binding, primary screen, biochemical, TR-FRET, bovine 14-3-3 zeta | 14-3-3 protein zeta/delta (Bos taurus), P63103 | 220,000 tested, 0.71% active | inhibition, % at 21.7 µM | TR-FRET 14-3-3zeta/Dy647-pBad peptide displacement, 1 h;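 active = inhibition above about 70%, limit read from the data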;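 also: 0% = full 14-3-3 plus peptide FRET controls and 100% = background without 14-3-3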
Target sequence (P63103 whole entry, looked up): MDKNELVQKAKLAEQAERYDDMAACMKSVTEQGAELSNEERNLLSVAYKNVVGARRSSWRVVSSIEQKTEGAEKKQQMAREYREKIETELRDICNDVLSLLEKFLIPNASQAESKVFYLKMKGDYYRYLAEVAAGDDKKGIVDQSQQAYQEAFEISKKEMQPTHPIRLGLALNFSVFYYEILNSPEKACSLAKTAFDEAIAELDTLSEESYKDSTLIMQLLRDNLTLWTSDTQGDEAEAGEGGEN
Tb hexokinase: Trypanosoma brucei hexokinase 1 inhibitors, primary screen, biochemical, G6PDH-coupled NADH absorbance, MLSCN library; 220,000 tested, 0.11% active; recombinant TbHK1, G6PDH-coupled NADH A340; hexokinase 1 [Trypanosoma brucei]; inhibition, % at 10 µM;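 active = inhibition of 50% or more in the single-dose primary screen; inactive = inhibition below 50%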
Rad51 HR inh: human RAD51 strand exchange inhibitors, primary screen, biochemical, fluorescence; AID 1385, 2008; hRad51 DNA strand exchange, fluorescence dequenching; 200,000 tested, 0.085% active; inhibition, % at 10 µM;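 active = inhibition above 40% at the single screening dose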;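 also: 0% = DMSO control wells and 100% = blanks with heterologous ssDNA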
Target sequence (Q06609 whole entry, looked up): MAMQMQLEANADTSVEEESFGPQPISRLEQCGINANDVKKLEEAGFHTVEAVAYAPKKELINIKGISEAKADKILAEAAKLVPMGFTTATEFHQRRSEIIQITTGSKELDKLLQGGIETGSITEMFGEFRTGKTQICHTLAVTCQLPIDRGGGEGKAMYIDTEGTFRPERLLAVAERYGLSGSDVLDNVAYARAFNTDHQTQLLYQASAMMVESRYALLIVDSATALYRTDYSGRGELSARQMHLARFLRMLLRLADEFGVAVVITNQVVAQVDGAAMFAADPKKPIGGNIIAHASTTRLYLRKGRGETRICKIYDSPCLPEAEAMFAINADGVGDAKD
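System: human Rad51 nucleoprotein filaments preassembled on unlabelled ssDNA. Reagent: labelled 47-mer dsDNA for strand exchange. Schedule: 30-min compound preincubation and 15-min exchange, both room temperature. Measured by: FRET fluorescence dequenching, excitation 485 nm, emission 520 nm. Read-out: Fluorescence-based percent inhibition, control- and blank-normalised. Benchmarks: plate controls and plate blanks.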
m-calpain inh: inhibitors of pig calpain II, primary screen, biochemical, fluorogenic peptide substrate, 1536-well; purified calpain II, 30 min; inhibition, % at 16 µM; AID 1236, 2008; 220,000 tested, 0.37% active;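 active = inhibition above about 50%, limit read from the data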
EP2 mod: EP2 receptor modulators, cAMP readout, primary screen, cell-based, HTRF cAMP, PGE2 stimulation. EP2-expressing cells, cAMP HTRF FRET, PGE2 co-stimulation. induction, % at 25 µM. 260,000 tested, 0.83% active. AID 940, 2007. Prostaglandin E2 receptor EP2 subtype (Homo sapiens), P43116;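 active = compounds whose cAMP rise, as percent of the full-agonist control response, exceeds 60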;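 also: rat C6 glioma line stably carrying human EP2 under a CMV promoter; the protocol text gives 20 µM as final concentration; 100% = response of wells given 1 µM PGE2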
zVAD death inh: inhibitors of zVAD-triggered necroptosis, primary screen, L929 cells. L929 zVAD necroptosis rescue, ATP luminescence, 24 h; with zVAD 60 µM. viability rescue, % at 10 µM. 220,000 tested, 0.38% active. AID 1377, 2008;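 active = activation, scaled between plate controls, above about 75%, limit read from the data; inactive = activation under that limit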;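 also: 0% = zVAD with DMSO and 100% = DMSO alone without zVAD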
Hck Nef HTS: inhibitors of Nef-activated human Hck kinase, primary screen, biochemical, Z-Lyte FRET, 384-well, Hck-YEEI; 220,000 tested, 0.68% active; inhibition, % at 20 µM; AID 463187, 2010; Recombinant Hck-YEEI plus Nef, Z-Lyte FRET kinase assay; Tyrosine-protein kinase HCK (Homo sapiens), P08631;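 active = Hck-Nef kinase inhibition above about 50%, limit read from the data; inactive = inhibition below that limit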;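 also: 0% = DMSO with Hck plus Nef and 100% = Hck alone without Nef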
* marks the source's active call; other numbers are inactive results; i = inactive; · = no result given; & = joins results of further samples; [ ] = another dose, or the depositor's remark. Not all compounds are listed, so the mix of outcomes need not match the whole.

SMILES | eIF4E-4G inh | EP2 antag | 14-3-3 Bad PPI | Tb hexokinase | Rad51 HR inh | m-calpain inh | EP2 mod | zVAD death inh | Hck Nef HTS
COc1cc(C(C(=O)NC2CCCCC2)N(Cc2cccs2)C(=O)Cc2c[nH]c3ccccc23)cc(OC)c1OC (stereo not drawn) | 2.1 | 4.5 | 9.1 | -1.7 | 2.6 | -100.7 | -14.3 | -0.4 | 1.1
COc1ccc(C(O)(CCc2ccccc2)CCN2CCCCC2)cc1 (stereo not drawn) | -3.9 | 3.4 | -17.7 | 4.4 | 21.1 | 5.1 | -8.8 | -0.5 | 25.6
CCc1nnc(NC(=O)C(C)C)s1 | -0.7 | 8.7 | 12.3 | 0.7 | -1.5 | 5.7 | 9.3 | 0.2 | 1.4
Cc1ccc(NC(=O)c2ccc(F)cc2F)cc1NS(C)(=O)=O | 1.0 | 4.8 | 2.3 | -4.1 | 13.8 | -7.6 | 15.9 | 0.0 | 8.5
COC(OC)c1ccnc(SCc2ccccc2Cl)n1 | 2.9 | 10.6 | -1.6 | -11.6 | 19.2 | -8.9 | 18.5 | 0.2 | 8.7
O=C(O)CSc1nnc(NC(=O)c2ccc3c(c2)OCO3)s1 | -1.2 | 4.9 | -2.9 | -30.5 | 13.9 | -11.7 | 25.8 | 1.3 | 5.3
CSCCC(NS(=O)(=O)c1ccc2c(c1)oc(=O)n2C)C(=O)NCc1ccc(C)cc1 (stereo not drawn) | -3.3 | 9.1 | -5.9 | -10.6 | · | -17.1 | -2.0 | -0.2 | 28.2
CCCCn1c(SCC(=O)NNC(=O)c2ccco2)nnc1-c1ccco1 | 0.1 | 3.7 | -11.8 | -2.2 | -9.6 | -19.5 | 7.5 | 0.4 | 16.7
COc1ccc(OC)c(NC(=O)Cn2cccc2)c1 | 3.8 | 6.0 | -11.1 | 3.5 | -1.8 | -7.4 | -9.5 | 0.3 | 1.8
CCOC(=O)CN=C(NS(=O)(=O)c1ccc(Cl)cc1)c1ccccc1 | -1.6 | 4.6 | -0.7 | -5.8 | 18.2 | 11.5 | 7.2 | -0.6 | -27.8
CC(=O)NC1=NC(=O)/C(=C/c2cc(C)n(-c3ccc(NC(C)=O)cc3)c2C)S1 | 0.0 | 3.9 | -9.5 | -8.9 | -80.2 | -109.4 | -39.8 | 3.3 | -0.7
CCN(CC)CCCNC(=O)Cn1nc([N+](=O)[O-])c(Cl)c1C | -0.2 | 10.6 | -3.5 | -7.5 | 1.6 | -15.4 | -0.4 | 1.7 | 18.4
CN(CC(=O)Nc1ccccc1Cl)C(=O)CSc1nnc(-c2ccco2)o1 | 0.9 | -0.6 | -10.8 | -2.0 | 7.6 | -1.4 | 18.3 | 0.9 | -7.2
CNC(=S)Nc1cccc([N+](=O)[O-])c1 | 1.9 | 5.2 | -11.8 | 1.6 | -6.2 | -11.4 | 2.1 | 16.6 | 18.4
O=C(Nc1ccccc1)Nc1ccc(C(=O)N2CCCC2)cc1 | -0.8 | 5.9 | -6.1 | -1.6 | · | -15.1 | -10.4 | 17.5 | 4.3
COc1ccc(C2C3=C(CCCC3=O)Nc3nc(SCc4ccccc4)nn32)cc1OC (stereo not drawn) | 0.7 | 9.8 | 2.0 | -4.0 | -0.2 | -89.0 | 14.7 | -0.2 | 6.1
Cc1ccc(-c2nnn(CC(=O)Nc3ccc4nn(-c5ccccc5)nc4c3)n2)o1 | -13.4 | 18.7 | 29.7 | 11.5 | · | -51.1 | 7.8&-19.7 | 0.3 | 4.2
Cc1cccc(NC(=O)C(C)Oc2ccccc2C)n1 (stereo not drawn) | -15.3[fluorescence artefact?] | 6.0 | -0.3[fluorescence artefact?] | -0.4 | 4.1 | -26.6 | 18.6 | -0.7 | 8.0
O=C(O)C1[C@H]2C(=O)N(C3CCCC3)C[C@]23C=C[C@H]1O3 (stereo partly drawn) | 1.0 | 11.8 | 3.9 | -8.0 | -3.1 | 18.2 | 12.6 | 1.3 | 1.0
O=C(N=Nc1ccc(NOC(=O)c2ccccc2Br)cc1)c1ccccc1O | 4.8 | 10.9 | 54.6 | -11.4 | -0.9 | -18.1 | -70.2 | -1.3 | 68.1*
COc1ccc(NC(=O)C2CCCN(S(=O)(=O)c3c(C)[nH]c(=O)[nH]c3=O)C2)cc1 (stereo not drawn) | 3.2[fluorescence artefact?] | 4.1 | -7.5 | 3.7 | -1.6 | 17.2 | 27.7 | -0.2 | -0.6
O=C(Nc1cccnc1)Nc1cc(Cl)cc(Cl)c1 | 5.0 | 9.5 | 3.2 | -0.8 | -6.2 | 17.6 | -24.2 | 0.5 | -4.6
O=C(NCc1ccccc1)c1csc2c1CCCC2 | 2.1 | 8.1 | -8.2 | 5.6 | 12.6 | 22.8 | -32.2 | 0.5 | -6.1
COc1ccc(C2C3=C(CC(C)(C)CC3=O)Oc3ncn(CCCn4ccnc4)c(=N)c32)cc1 (stereo not drawn) | 7.9[fluorescence artefact?] | 16.8 | -7.9[fluorescence artefact?] | 3.6 | 7.3 | -43.5 | 9.4 | -0.5 | 0.7
CCn1c(=O)cc(N2CCC3(CC2)OCCO3)[nH]c1=O | -3.4 | 10.9 | 13.8 | 1.1 | -7.7 | 17.2 | 0.8 | 0.0 | 3.0
O=C(Nc1nnc(-c2ccc(F)cc2)o1)c1cc(Cl)sc1Cl | 2.3[fluorescence artefact?] | 12.9 | -20.9 | 43.5 | 3.3 | -10.1 | -19.8 | 1.1 | 2.8
CC(C)C(=O)NC(Nc1cccc2cccnc12)C(Cl)(Cl)Cl (stereo not drawn) | 4.5 | 4.6 | -1.4 | -1.8 | 3.7 | 13.2 | 13.8 | -0.1 | 3.7
O=C(c1ccccc1Nc1ccc(SC(F)F)cc1)N1CCCCCC1 | -1.5 | 11.9 | -3.9 | -2.3 | -1.2 | 27.6 | 33.8 | 0.0 | 4.8
CCOc1ccnc(OCC)c1Br | -1.8[fluorescence artefact?] | 5.7 | 9.3[fluorescence artefact?] | 2.0 | 12.2 | 27.5 | 16.4 | · | -1.1
COc1cc(CCC(=O)Nc2cc(Cl)ccc2N2CCN(C)CC2)cc(OC)c1OC | 0.9 | 2.7 | -6.4[fluorescence artefact?] | -7.5 | -8.1 | -1.7 | -4.8 | 0.1 | 0.5

3 of these compounds, set out differently.
> CCn1c(=O)cc(N2CCC3(CC2)OCCO3)[nH]c1=O
  eIF4E-4G inh: -3.4
  EP2 antag: 10.9
  14-3-3 Bad PPI: 13.8
  Tb hexokinase: 1.1
  Rad51 HR inh: -7.7
  m-calpain inh: 17.2
  EP2 mod: 0.8
  zVAD death inh: 0.0
  Hck Nef HTS: 3.0
> Cc1ccc(-c2nnn(CC(=O)Nc3ccc4nn(-c5ccccc5)nc4c3)n2)o1
  eIF4E-4G inh: -13.4
  EP2 antag: 18.7
  14-3-3 Bad PPI: 29.7
  Tb hexokinase: 11.5
  Rad51 HR inh: ·
  m-calpain inh: -51.1
  EP2 mod: 7.8&-19.7
  zVAD death inh: 0.3
  Hck Nef HTS: 4.2
> O=C(O)C1[C@H]2C(=O)N(C3CCCC3)C[C@]23C=C[C@H]1O3 (stereo partly drawn)
  eIF4E-4G inh: 1.0
  EP2 antag: 11.8
  14-3-3 Bad PPI: 3.9
  Tb hexokinase: -8.0
  Rad51 HR inh: -3.1
  m-calpain inh: 18.2
  EP2 mod: 12.6
  zVAD death inh: 1.3
  Hck Nef HTS: 1.0

Later entries
SMILES | eIF4E-4G inh | EP2 antag | 14-3-3 Bad PPI | Tb hexokinase | Rad51 HR inh | m-calpain inh | EP2 mod | zVAD death inh | Hck Nef HTS
CC(Sc1nc2cc(Cl)ccc2s1)C(=O)Nc1ccc2c(c1)OCO2 (stereo not drawn) | 2.8[fluorescence artefact?] | 7.9 | 5.7 | -3.2 | -4.4 | -44.5 | -4.7 | -0.5 | 2.4
O=C1OC(N2CCN(C/C=C/c3ccccc3)CC2)c2ccccc21 (stereo not drawn) | -21.3 | · | -5.5[fluorescence artefact?] | 3.1 | · | 7.5 | 22.6 | 0.8 | 0.2
Cn1c(=O)c2c(nc(CN3CCN(Cc4ccccc4)CC3)n2Cc2cccc(Cl)c2)n(C)c1=O | · | 8.5 | · | -6.6 | 0.7 | · | · | -0.8 | -2.3
CC(C(=O)NCC1(c2ccccc2)CCCC1)N1CCCC1 (stereo not drawn) | -0.1 | 16.0 | 18.3 | 2.2 | 4.4 | 13.2 | 16.2 | -1.0 | -20.2
CCN(CC)c1ccc(/C=C2\C(=O)c3ccc(C(=O)O)cc3C2=O)cc1 | 23.1 | 10.6 | 3.8 | 5.7 | i | -5.6 | 73.6* | · | 64.1*
COCCNC(=O)c1onc(CSc2ccc(F)c(F)c2)c1C(=O)O | 2.2 | 22.0 | 76.6* | 9.2 | 0.8 | 9.1 | 14.8 | 0.5 | -0.1
O=C(O)c1ccc(Sc2nnc3ccccn23)c([N+](=O)[O-])c1 | -5.5 | 2.5 | 5.5 | -20.0 | -4.7 | 4.1 | 28.4 | 0.5 | 8.0
COc1ccc(CCNC(=O)c2ccc(CNS(=O)(=O)c3ccccc3)cc2)cc1OC | 9.2 | 4.0 | 4.0[fluorescence artefact?] | 36.7 | 9.8 | 18.1 | -47.5 | 0.4 | 6.9
CCOc1ccccc1N(C(=O)c1snc(C(N)=O)c1N)C(C(=O)NCCC(C)C)c1ccco1 (stereo not drawn) | 10.2 | 1.9 | -2.7 | -6.6 | 5.6 | -59.0 | 38.5 | -0.4 | 15.3
COc1ccccc1NC(=O)c1nc[nH]c1C(=O)Nc1ccccc1OC | 0.1 | 7.6 | 8.2 | -0.9 | -10.2 | -50.6 | 28.0 | 1.0 | 1.3
O=C1OC(N2CCN(c3ccccn3)CC2)c2ccccc21 (stereo not drawn) | -1.9[fluorescence artefact?] | 8.3 | -10.8[fluorescence artefact?] | 3.6 | -4.2 | 2.4 | 14.4 | 0.1 | 0.8
CC12CC(NC(=O)N1c1cccc(C(=O)N3CCN(c4ccccn4)CC3)c1)c1ccccc1O2 (stereo not drawn) | -5.0 | 23.9 | -7.4 | -11.0 | 6.4 | 0.1 | 19.4 | -0.6 | -1.4
C[C@H]1C=C(C(=O)NC2CC2)O[C@@H](OCc2ccc(CO)cc2)C1 | -1.0 | 2.6 | 8.5 | -8.8 | 5.8 | -26.4 | -3.1 | -1.1 | 19.8
O=C(O)/C=C/C(=O)NCCc1cccc(Cl)c1 | 2.8 | 1.4 | 5.7 | 2.3 | · | 6.0 | 13.5 | 0.4 | -11.4
CSc1cccc(NC(=O)C2CCN(C(=O)c3ccccc3C)CC2)c1 | 2.5 | 5.1 | -0.6 | -7.7 | 10.5 | -12.9 | 0.7 | 4.5 | -2.6

Some entries already given, reduced to zVAD death inh and EP2 antag.
| Molecule | zVAD death inh | EP2 antag |
| --- | --- | --- |
| O=C(O)/C=C/C(=O)NCCc1cccc(Cl)c1 | 0.4 | 1.4 |
| CSc1cccc(NC(=O)C2CCN(C(=O)c3ccccc3C)CC2)c1 | 4.5 | 5.1 |
